High-throughput results as filed in PubChem BioAssay.
3CLpro inhibitor: SARS-CoV 3CLpro protease inhibition; P0C6X7; recombinant SARS-CoV 3CLpro, quenched FRET peptide cleavage; inhibition, % at 6 µM; 0.14% of 290,000 active; AID 1706; in the data active = inhibition above about 12%
PrPC TRFRET: cell surface PrPC inhibition, primary TR-FRET screen | AID 720596 | inhibition, % at 13.8 µM | P04156 | TR-FRET read-out | 0.43% of 370,000 active; in the data active = inhibition above about 24%; also: 0% = median of the test wells and 100% = reference compound wells
TcdB GH inh: TcdB glycohydrolase inhibition; P18177; TcdB glycohydrolase enzymatic assay, plate reader; inhibition, % at 9.99 µM; 0.24% of 350,000 active; AID 652162; in the data active = inhibition above about 10%
Target sequence (P18177 whole entry, looked up): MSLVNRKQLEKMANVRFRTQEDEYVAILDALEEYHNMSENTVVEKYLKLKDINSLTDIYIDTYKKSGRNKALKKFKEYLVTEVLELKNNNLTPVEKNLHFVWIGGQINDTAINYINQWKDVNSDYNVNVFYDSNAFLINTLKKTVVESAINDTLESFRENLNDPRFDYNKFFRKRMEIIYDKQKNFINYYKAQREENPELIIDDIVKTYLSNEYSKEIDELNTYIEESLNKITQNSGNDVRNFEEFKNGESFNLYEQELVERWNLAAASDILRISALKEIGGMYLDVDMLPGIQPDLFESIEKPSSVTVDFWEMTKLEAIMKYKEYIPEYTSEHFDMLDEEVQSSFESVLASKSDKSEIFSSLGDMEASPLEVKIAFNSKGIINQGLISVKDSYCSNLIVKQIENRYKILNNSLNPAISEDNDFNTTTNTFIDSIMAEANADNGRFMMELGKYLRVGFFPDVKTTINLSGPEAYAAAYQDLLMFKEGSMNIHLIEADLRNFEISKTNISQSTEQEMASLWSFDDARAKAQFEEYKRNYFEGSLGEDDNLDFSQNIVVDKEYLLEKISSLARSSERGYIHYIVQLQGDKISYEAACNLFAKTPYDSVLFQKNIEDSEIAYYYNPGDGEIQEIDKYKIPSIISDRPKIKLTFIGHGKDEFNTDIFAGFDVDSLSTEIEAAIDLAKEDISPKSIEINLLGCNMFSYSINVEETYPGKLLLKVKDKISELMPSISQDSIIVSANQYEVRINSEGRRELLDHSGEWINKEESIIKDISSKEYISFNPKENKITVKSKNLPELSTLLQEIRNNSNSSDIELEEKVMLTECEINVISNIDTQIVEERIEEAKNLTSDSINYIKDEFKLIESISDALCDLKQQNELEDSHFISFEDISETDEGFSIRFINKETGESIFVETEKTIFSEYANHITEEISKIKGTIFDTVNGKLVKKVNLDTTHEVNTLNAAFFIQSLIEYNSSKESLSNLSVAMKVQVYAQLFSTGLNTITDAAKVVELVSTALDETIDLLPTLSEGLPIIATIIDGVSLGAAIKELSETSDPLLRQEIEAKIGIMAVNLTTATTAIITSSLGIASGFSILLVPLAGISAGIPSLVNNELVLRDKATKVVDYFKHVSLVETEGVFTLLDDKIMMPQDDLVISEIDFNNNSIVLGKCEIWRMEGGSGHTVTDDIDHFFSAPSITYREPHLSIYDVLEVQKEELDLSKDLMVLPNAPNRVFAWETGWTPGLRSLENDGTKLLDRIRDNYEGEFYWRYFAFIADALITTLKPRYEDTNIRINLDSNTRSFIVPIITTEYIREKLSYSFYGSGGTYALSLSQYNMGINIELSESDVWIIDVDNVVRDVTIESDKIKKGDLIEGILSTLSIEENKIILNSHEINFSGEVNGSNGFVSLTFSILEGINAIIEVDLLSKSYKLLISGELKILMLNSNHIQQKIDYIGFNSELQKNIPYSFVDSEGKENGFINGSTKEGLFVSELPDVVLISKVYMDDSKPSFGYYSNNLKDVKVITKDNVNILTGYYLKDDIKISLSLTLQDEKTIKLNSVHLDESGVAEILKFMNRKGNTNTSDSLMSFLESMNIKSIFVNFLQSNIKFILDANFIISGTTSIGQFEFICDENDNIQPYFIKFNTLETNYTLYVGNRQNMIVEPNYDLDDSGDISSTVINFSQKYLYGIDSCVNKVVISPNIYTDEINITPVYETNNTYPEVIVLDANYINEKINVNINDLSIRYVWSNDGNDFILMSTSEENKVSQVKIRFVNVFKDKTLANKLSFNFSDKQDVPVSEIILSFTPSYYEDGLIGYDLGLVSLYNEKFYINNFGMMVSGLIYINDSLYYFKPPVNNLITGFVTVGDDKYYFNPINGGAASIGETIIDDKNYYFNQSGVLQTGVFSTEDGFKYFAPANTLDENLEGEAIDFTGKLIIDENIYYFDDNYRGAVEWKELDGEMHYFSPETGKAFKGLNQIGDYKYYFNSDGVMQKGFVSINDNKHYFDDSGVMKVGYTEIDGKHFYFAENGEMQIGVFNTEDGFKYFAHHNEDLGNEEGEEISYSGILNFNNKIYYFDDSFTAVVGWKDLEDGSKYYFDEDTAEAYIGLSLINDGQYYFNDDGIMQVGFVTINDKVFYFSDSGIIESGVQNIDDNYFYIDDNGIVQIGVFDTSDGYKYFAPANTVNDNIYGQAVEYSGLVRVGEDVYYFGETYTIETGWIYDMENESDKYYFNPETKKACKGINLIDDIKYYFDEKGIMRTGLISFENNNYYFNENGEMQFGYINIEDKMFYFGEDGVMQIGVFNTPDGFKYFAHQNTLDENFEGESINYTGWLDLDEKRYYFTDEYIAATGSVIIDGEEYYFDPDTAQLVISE
Vc quorum ag: quorum light induction in luxS cqsA deficient V. cholerae. V. cholerae BH1578 lux reporter, luminescence, 6 h. activation, % at 18.7 µM. 0.16% of 350,000 active. AID 588436; in the data active = activation mostly above about 9.7%, no sharp cut-off; also: not every result past the cut was called active; inactives centre near 0; reference of the scale not given here
SSB-PriA inh: blocks PriA binding to SSB C-terminal tail. 0.6% of 430,000 active. AID 1272365. AlphaScreen SSBct-PriA binding, biotinylated peptide. inhibition, % at 33 µM; in the data active = inhibition mostly above about 37%, no sharp cut-off; inactive = mostly below about 20%;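 also: plate controls were negative control peptide for no effect and reference peptide for full effect; strong numbers were not always called active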
PfHsp40 rescue: compounds rescuing yeast from Plasmodium falciparum HSP40 toxicity; S. cerevisiae expressing PfHsp40, growth rescue, ATP luminescence; growth rescue, % at 12.5 µM; 0.68% of 340,000 active; AID 504582; in the data active = growth rescue above about 28%, passing the limit was not always enough;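 also: yeast W303a lacking pdr1 and pdr3 grown in galactose medium; growth measured after three days at 30 °C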
BoNT A protease: blocks Botulinum neurotoxin A light chain protease; inhibition, % at 10 µM; multiplex microsphere protease substrate cleavage, flow cytometry; 0.17% of 360,000 active; AID 588499; also: plate controls were buffer without enzyme for full effect and enzyme alone for no effect
Yp Topo-I inh: blocks Yersinia pestis topoisomerase I activity | Y. pestis Topo-I cleavage product accumulation, plate reader | activity, % at 10 µM | 0.064% of 360,000 active | AID 504884; in the data active = activity above about 50%, passing the limit was not always enough; also: inactives centre near 2
Anthrax LF prot: anthrax lethal factor protease inhibition; P15917; multiplex microsphere protease cleavage assay, LF; inhibition, % at 10 µM; 0.12% of 360,000 active; AID 588501; also: plate controls were buffer without enzyme for full effect and enzyme alone for no effect
An asterisk follows results filed as active; i = inactive; x = no result given; & = joins results of further samples. Rule as the data show it, unless noted: active = inhibition above about 30%; inconclusive = no clear call, values can overlap the other calls; inactive = below that. Only part of the results is shown; count on the stated rates, not on these rows.

SMILES	3CLpro inhibitor	PrPC TRFRET	TcdB GH inh	Vc quorum ag	SSB-PriA inh	PfHsp40 rescue	BoNT A protease	Yp Topo-I inh	Anthrax LF prot
O=C(O)C1C2CCC(C2)C1C(=O)Nc1cc(F)ccc1F (stereo not drawn)	3	3	x	17*	-6	0.5	-1.3	4	-10
CN1C(=O)CC2(C)C1=CCc1scnc12 (stereo not drawn)	x	-1	-0.3	x	x	x	-0.5	x	-12
O=C(c1ccc(S(=O)(=O)NCc2ccco2)cc1)N1CCN(c2ccc(F)cc2)CC1	x	-9	1.1	0.5	8	-1.6	x	14	x
CCN(CC)CCCNC(=O)C(C)n1nc(C)c2sc3ccccc3c2c1=O (stereo not drawn)	-2	-4	x	i	-13	1.6	-3.5	-4	-17
Cc1onc(-c2ccccc2Cl)c1C(=O)NC(=S)NCCc1ccccc1	1	13	x	-0.5	-5	2.2	-1.6	9	-2
O=C(Nc1ccccc1)C(Cc1cccs1)c1nn[nH]n1 (stereo not drawn)	0	6	x	i	1	0.4	-1.0	0	-8
O=C(COC(=O)c1ccccc1[N+](=O)[O-])c1ccc2c(c1)OCO2	x	3	1.9	i	-2	-1.1	0.1	5	0
O=C(Nc1cccc(Br)c1)c1cccc(OC(=S)N2CCOCC2)c1	2	16	1.3	-0.2	-10	1.0	0.7	1	-2
CC(=O)c1ccc(NC(=O)/C(Cl)=C/c2ccccc2)cc1	-2	-3	0.6	i	-20	0.2	-1.0	-15	-2
Cc1ccccc1-c1cn(-c2ccccc2)c(=S)[nH]1	9	1	1.6	-0.3	15	-0.3	-0.7	11	-5
COc1ccc(-n2c(C)cc(C(=O)COC(=O)c3cc(OC)c(OC)cc3NC(=O)c3cccs3)c2C)cc1	4	8	0.0	i	-2	4.9	-0.3	1	-2
O=C(NN1C(=O)C2C3CCC(O3)C2C1=O)c1ccc(Cl)cc1 (stereo not drawn)	1	-2	-0.9	-3.1	1	-0.8	-0.4	1	0
CC(=O)c1cccc(OCC(O)CN2CCN(S(=O)(=O)c3c(F)cccc3F)CC2)c1 (stereo not drawn)	-2	-6	3.8	-1.4	-5	0.0	-0.6	-1	10
O=C(CSc1nnnn1-c1cccnc1)Nc1ccc(F)cc1F	-2	2	1.0	-7.7	-6	0.1	1.0	-3	5
COc1ccc(NC(=O)c2ccc(-c3ccccc3C(F)(F)F)o2)cc1	5	2	1.1	-0.5	-16	6.6	0.0	1	-5
CSc1ccccc1C(=O)OCC(=O)NC1CCCCCCC1	x	8	0.2	-1.0	x	x	-0.1	7	3
Cc1ccccc1N=C1SCC(=O)N1Cc1ccccc1	3	5	x	i	-55	3.2	0.5	10	1
COCC(C)n1c(C)cc(C(=O)CSc2ccc(NC(C)=O)cc2)c1C (stereo not drawn)	8	7	x	-0.4	9	-2.0	0.0	6	-1
COc1ccc(NC(=O)COc2coc(CN3CCc4ccccc43)cc2=O)cc1	x	3	1.0	-0.8	10	-0.5	-2.2	-9	1
COc1cc(=O)[nH]c(=O)n1C(=O)Cc1ccccc1	-1	3	x	-0.6	-21	-0.4	-0.2	7	-3
COc1cc(OC)cc(C(=O)N[C@H](C(=O)OCC(=O)Nc2ccc(F)c(F)c2F)C(C)C)c1	8	-1	1.0	-3.0	-6	0.6	1.2	-12	5
c1cnc(N2CC[N+]3(CCCC3)CC2)nc1	1	2	x	i	-6&-7	-0.6	-0.5	-1	-3
COc1ccc(/C=C/CN2CCCC(C(=O)c3ccc(OC)c(F)c3)C2)cc1 (stereo not drawn)	1	-13	1.1	-0.2	6	0.2	0.3	9	0
COc1ccc(C2C(C#N)=C(N)Oc3c2oc(CO)cc3=O)c(OC)c1OC (stereo not drawn)	-2	-8	x	x	-17	-0.1	1.4	-1	-16
CC1(C)C/C(=N\O)c2cc3c(nc2C1)CCCC3	1	-1	2.0	i	x	-1.8	-3.1	3	-1
CCn1nc(C)c(CCC(=O)O)c1C	3	-7	0.2	i	-6	0.1	-0.5	-3	-2
COc1cc(/C=C/C(=O)OCC(=O)NCc2ccco2)ccc1OC(F)F	-3	0	1.1	-0.1	-1	-1.3	-0.1	2	3
CCOC(=O)c1c(NC(=O)c2cccnc2)sc(C(C)=O)c1C	-1	-6	1.4	-0.1	-15	-1.5	0.3	3	-1
CC1(C(=O)NS(=O)(=O)c2ccccc2Cl)CCN1C(=O)C1CCCCC1 (stereo not drawn)	x	-6	-0.6	i	x	x	0.1	-3	-2
CC(C)(C)NC(=O)CN(C(=O)CCC(=O)Nc1nccs1)c1ccc(F)cc1	-2	-4	2.9	-0.3	-9	-0.1	1.4	0	-6
Cc1nc2ccc(S(=O)(=O)N(C)CC(=O)Nc3ccccc3F)cc2s1	1	4	-0.1	-0.3	-12	-0.7	-0.4	7	0
O=C(OCC(=O)N1CCOCC1)c1ccc(Br)cc1	1	-3	-0.1	i	-4	-0.3	-2.5	-4	-6
Cc1ccc(S(=O)(=O)N(CC(=O)NCCSc2ccccn2)c2ccc(C)c(C)c2)cc1	1	10	0.2	i	-1	11	-0.2	13	1
O=C(Nc1ccccc1F)c1oc2ccccc2c1NC(=O)C1CC1	5	1	0.8	-0.3	-6	0.5	-2.3	3	0
O=C(CN1CCN(S(=O)(=O)N2CCCCC2)CC1)Nc1cc(Cl)cc(Cl)c1	-1	-1	1.3	i	-4	-0.7	-1.2	22	0
C[C@H](O)[C@@H]1C(=O)N2CCc3ccc(-c4ccccc4)cc3[C@@H]2C[C@@H]1N(C)C(=O)c1cccnc1	x	-9	2.1	i	x	x	0.0	-7	1
Cc1ccc(C(=O)N/N=C\c2cccs2)cn1	3	4	-0.2	-1.1	x	-1.1	0.2	-5	0
CN(C)CCOC(=O)NCC12CC3CC(CC(C3)C1)C2	1	0	1.1	-0.5	2	0.4	-0.8	-3	-2
O=C(NNS(=O)(=O)c1ccc2ccccc2c1)c1cccs1	3	6	x	-0.1	3	0.5	-0.2	-7	0
Cc1c(NC(=O)OCCNC(=O)COc2ccc(Cl)cc2Cl)sc(=S)n1C	4	-4	x	4.2	-5	-0.2	-1.0	1	-1
O=C1C=C(c2cccnc2)CCC1	x	-4	x	i	2	-0.6	-0.5	8	2
Cc1onc(-c2ccccc2Cl)c1C(=O)N(Cc1ccc(N(C)C)cc1)C(C)C	x	6	0.0	-1.0	31	-0.1	-3.2	0	8
O=C(COc1ccccc1)NC1CCSc2ccccc21 (stereo not drawn)	x	5	1.9	-17	-17	2.0	-0.3	5	1
O=C(CN1C(=O)COc2ccccc21)NCCN1CCOCC1	-2	-1	0.9	-1.3	2	-1.4	0.6	5	-4
CC1(C)N([O-])C(c2cccs2)=C[N+]1=O	-2	-1	x	4.4	-15	0.1	1.0	-1	7
Cc1cc(COc2ccccc2OCCN2CCN(C)CC2)no1	-4	-7	x	-0.2	-4	-1.0	-0.2	5	2
COc1ccccc1-c1nc(SCC(=O)Nc2ccccc2F)n[nH]1	-5	3	0.2	7.7	-10	-0.7	-0.6	-1	-3
Cc1cc(OCC(=O)OCC(=O)NCc2cccs2)ccc1Cl	x	-6	1.6	i	-7	0.1	-0.2	17	-1
O=C(NC(=S)NNC(=O)[C@H]1C[C@@H]1c1ccccc1)c1cccc(F)c1	2	6	7.8	1.6	-7	49*	6.1	2	8
CN(C)CCOC(=O)c1ccc(COc2ccccc2Br)o1	-3	-3	2.8	-1.5	5	-1.0	-2.8	1	5
CCC(=O)Nc1cc(-c2nn(C)c(=O)c3ccccc23)ccc1N1CCOCC1	6	-4	x	1.7	-4	-0.1	1.5	2	3
O=C(Nc1cc(C(F)(F)F)ccc1N1CCOCC1)c1cccc(S(=O)(=O)N2CCOCC2)c1	x	-2	1.8	-0.4	x	x	-0.1	-8	-5
OCC(CO)(CO)N=Cc1c(O)ccc2ccccc12	4	-15	x	-0.2	5	0.2	0.3	1	0
CC1CCN(c2cc(N3CCOCC3)c(F)cc2[N+](=O)[O-])CC1	2	-12	x	i	58*	0.1	0.4	-2	-5
O=C(CCN1CCCC1=O)NC1CCCc2c1cnn2-c1ccc(F)cc1F (stereo not drawn)	-2	3	1.2	i	2	-1.1	0.9	6	-1
Cc1cc(C)n(C(=O)c2cccc(S(=O)(=O)N3CCCC3)c2)n1	-1	-2	x	-2.9	-15	-0.6	0.8	-12	0
CN(C)c1ccc(/C=N/N2C(=O)c3ccccc3C2=O)cc1	2	-4	1.6	i	i	-0.3	-0.7	4	-4
Cc1cc2[nH]c(=O)c(=O)[nH]c2cc1S(=O)(=O)N1CCN(c2cccc(C(F)(F)F)c2)CC1	-3	-2	-0.3	-0.2	-3	-1.3	0.8	2	0
O=C(Cn1ncc2c1-c1ccccc1OC2)Nc1ccc(S(=O)(=O)N2CCCCC2)cc1	1	15	0.5	-0.1	-1	0.4	-0.4	19	-7
CC(C)Cc1nnc(NC(=O)C2=COCCO2)s1	x	-5	-0.7	-1.6	-11	-0.1	1.2	-8	-2

Reprinted from the part before: four compounds, followed by the next part.
SMILES	3CLpro inhibitor	PrPC TRFRET	TcdB GH inh	Vc quorum ag	SSB-PriA inh	PfHsp40 rescue	BoNT A protease	Yp Topo-I inh	Anthrax LF prot
CN(C)c1ccc(/C=N/N2C(=O)c3ccccc3C2=O)cc1	2	-4	1.6	i	i	-0.3	-0.7	4	-4
Cc1cc2[nH]c(=O)c(=O)[nH]c2cc1S(=O)(=O)N1CCN(c2cccc(C(F)(F)F)c2)CC1	-3	-2	-0.3	-0.2	-3	-1.3	0.8	2	0
O=C(Cn1ncc2c1-c1ccccc1OC2)Nc1ccc(S(=O)(=O)N2CCCCC2)cc1	1	15	0.5	-0.1	-1	0.4	-0.4	19	-7
CC(C)Cc1nnc(NC(=O)C2=COCCO2)s1	x	-5	-0.7	-1.6	-11	-0.1	1.2	-8	-2
CCc1ccc(C(=O)N2CCN(S(=O)(=O)c3sc(C(=O)O)c(C)c3C(=O)O)CC2)cc1	x	0	0.8	i	5	-0.1	0.1	0	-6
Cc1ccc(C)c(NC(=O)COC(=O)CCc2ccc(S(=O)(=O)N3CCOCC3)cc2)c1	-4	-8	0.7	-0.3	-1	0.4	-0.8	-3	5
COc1ccc(-n2c(Cc3cccn3C)nnc2SCC(=O)Nc2cc(Cl)ccc2OC)cc1	5	12	-2.8	-0.4	6	2.9	-1.1	21	1
CCOc1ccc(NC(=O)COC(=O)C23CC4CC(CC(C4)C2)C3)c([N+](=O)[O-])c1	0	-4	0.8	-0.6	-3	-0.7	0.5	10	4
CN1C[C@@H]2[C@@H]3C(=O)N(Cc4ccccc4)C(=O)[C@@H]3[C@](C)(C1=O)N2C(=O)c1ccccc1	x	-5	0.6	-0.1	0	-0.2	-0.5	5	-2
c1ccc2c(C3OCC4(CCCC4)CO3)cccc2c1	x	2	0.7	i	x	x	-0.4	15	-11
NC(=O)C1(N2CCCCC2)CCN(S(=O)(=O)c2ccc(Cl)s2)CC1	5	-4	-1.3	0.9	3	1.0	0.0	5	-2
COc1cccc(NC(=O)COC(=O)c2ccc(S(=O)(=O)NCc3ccco3)cc2)c1	5	1	x	i	-12	-0.1	-3.1	6	-1
Cc1ccc(C(=S)N2CCN(Cc3ccccc3)CC2)cc1	3	8	-0.6	-0.6	3	-0.6	-1.7	-12	-1
CN1CCN(c2ccccc2NC(=O)C(Cc2ccccc2)n2cccc2)CC1 (stereo not drawn)	-8	-9	0.7	-0.3	-6	-0.3	-0.3	2	0
Cc1n[nH]c(=S)n1/N=C/c1ccc(-c2ccc(Cl)cc2)o1	x	0	-0.3	i	x	x	-9.8	10	-12

In a second layout: results already given.
Molecule | 3CLpro inhibitor | PrPC TRFRET | TcdB GH inh | Vc quorum ag | SSB-PriA inh | PfHsp40 rescue | BoNT A protease | Yp Topo-I inh | Anthrax LF prot
CC1(C(=O)NS(=O)(=O)c2ccccc2Cl)CCN1C(=O)C1CCCCC1 (stereo not drawn) | x | -6 | -0.6 | i | x | x | 0.1 | -3 | -2
Cc1cc2[nH]c(=O)c(=O)[nH]c2cc1S(=O)(=O)N1CCN(c2cccc(C(F)(F)F)c2)CC1 | -3 | -2 | -0.3 | -0.2 | -3 | -1.3 | 0.8 | 2 | 0
